NS5 inhibitors – Dengue-2 NS5 methyltransferase inhibitors, primary screen, biochemical, confirmation dose response (AID 588689) | hit rate 0.3% among 340,000 | Genome polyprotein (Dengue virus type 2 (strain 16681-PDK53)) | inhibition, % at 25 µM, or IC50 in µM where a hit was titrated | Dengue-2 NS5 methyltransferase capping enzyme assay, biochemical; higher % means a stronger effect; in the data active = a potency from the dose series; inconclusive = inhibition above about 29% without an active follow-up result
Myeloid diff 2 – induction of myeloid progenitor differentiation, primary screen, cell-based, flow cytometry, MLPCN library; ER-HoxA9 myeloid progenitors, lysozyme-GFP differentiation; calls only at 10 µM; hit rate 1% among 360,000; AID 624256, 2012;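 active = normalized GFP-positive differentiation at or above the plate's own cutoff, the solvent-only control mean plus 3 SD; inconclusive = no clear call, values can overlap the other calls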;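 also: cells exposed to compound for four days before flow analysis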
NS5 inhibitors pilot replicate – second read-out of NS5 inhibitors, no call of its own (marks repeat the call); inhibition, %; measured here: pilot screen replicate inhibition
Myeloid diff 2 GFP+ MAC1+ % – recorded beside Myeloid diff 2, whose call it bears; GFP+ MAC1+ double positive, %; measured here: differentiation confirmed by MAC1 staining
The depositor's hits bear a star; i = inactive; ? = inconclusive; / = no result given. This is a subset. The share of hits here may be higher or lower than overall.

SMILES	NS5 inhibitors	Myeloid diff 2	others
CC1CC(C)CN(S(=O)(=O)CCNC(=O)c2ccccc2)C1 (stereo unspecified)	1%	/
CCCCN(C(=O)c1ccc(-c2ccc([N+](=O)[O-])cc2)o1)c1c(N)n(CCCC)c(=O)[nH]c1=O	-4%	/
O=C(c1ccc(-n2cncn2)c([N+](=O)[O-])c1)N1CCN(S(=O)(=O)c2ccc(F)c(F)c2)CC1	-5%	/
CCc1ccc(NC2=CC(=O)C(=O)c3ccccc32)cc1	2%	/
CC(C)(CNC(=O)c1ccc(S(=O)(=O)Nc2ccccc2F)cc1)N1CCOCC1	-2%	/
COc1ccc(C(=O)NCCS(=O)(=O)N(C)C2CCCCC2)cc1	-3%	/
CCOC(=O)C1=C(COC(=O)CCOc2cccc(C)c2)NC(=O)NC1C (stereo unspecified)	-7%	/
COc1ccc(NC(=O)C(=O)NCC2CCCN2S(=O)(=O)c2ccc(C)cc2)cc1 (stereo unspecified)	-3%	/
Cc1ccnc2c1ccc1c(C)ccnc12	17%	/
COc1ccc(-c2sc3cc4c(cc3c2C#Cc2cncn2C)OCO4)cc1	3%	/
Cc1ccc(CN2CC(=O)N3[C@H]4c5cc(C)ccc5OC[C@@H]4[C@H](c4ccccc4)[C@]3(C)C2=O)cc1	-2%	/
O=C(CSc1ccc2c(c1)OCCO2)Nc1ncccc1O	5%	/
Cc1cc(S(=O)(=O)N2CCCCC2CCNC(=O)C(=O)NCC2CCCO2)ccc1F (stereo unspecified)	1%	/
CN(C)CCNc1ccc(CO)c2oc3ccc(O)cc3c(=O)c12	5%	/
CC1CCN(S(=O)(=O)c2ccc(NC(=O)Cc3ccc(S(=O)(=O)N4CCOCC4)s3)cc2)CC1	-4%	/

Three entries drawn at random from the list so far:
SMILES	NS5 inhibitors	Myeloid diff 2	others
Cc1ccnc2c1ccc1c(C)ccnc12	17%	/
CC1CCN(S(=O)(=O)c2ccc(NC(=O)Cc3ccc(S(=O)(=O)N4CCOCC4)s3)cc2)CC1	-4%	/
CCc1ccc(NC2=CC(=O)C(=O)c3ccccc32)cc1	2%	/

Other results follow.
SMILES	NS5 inhibitors	Myeloid diff 2	others
COc1ccc(NS(=O)(=O)c2cccc(C(=O)NNC(=O)c3ccc(NC(C)=O)cc3)c2)cc1	0%	/
O=C(/C=C/C(Cl)(Cl)Cl)Nc1ccc(Cl)cc1	-7%	/
Cc1cc(C)c(S(=O)(=O)N2CCCCC2CCNC(=O)C(=O)NCCN2CCOCC2)c(C)c1 (stereo unspecified)	-1%	/
COc1cccc(/C=C/C(=O)OCC(=O)Nc2ccc3[nH]c(=O)[nH]c3c2)c1OC	-3%	/
CN1CCN(S(=O)(=O)c2ccc(Oc3cccc(C(F)(F)F)c3)nc2)CC1	0%	/
Cc1ccc(S(=O)(=O)N2CCC(C(=O)NCCCN3CCCC3=O)CC2)cc1	1%	/
c1ccc2c(c1)c1c(c3ccccc32)CN2CCCC2C1 (stereo unspecified)	8%	/
CCOc1ccc(S(=O)(=O)N2CCCCC2)cc1NC(=O)Cc1cccs1	-3%	/
Cc1[nH]nc(C(=O)NN=Cc2ccccc2Cl)c1N=NN(C)C	2%	/
COc1cc(OC)c2c(-c3cccc(-c4ccc(N(C)C)cc4)c3)cc(=O)oc2c1	-3%	/	NS5 inhibitors pilot replicate=-2.7
CC1CCN(C(=O)COC(=O)CNC(=O)C23CC4CC(CC(C4)C2)C3)CC1	-6%	/
COc1ccc(S(=O)(=O)N2CCCC2CNC(=O)C(=O)NCCc2ccccc2)cc1 (stereo unspecified)	4%	/
CC(C(=O)Nc1ccccn1)N1C(=O)c2ccccc2S1(=O)=O (stereo unspecified)	-4%	/
Cc1cc(Br)ccc1NC(=O)CNC(=O)Cc1ccc(S(=O)(=O)N2CCOCC2)s1	-13%	/
CCOc1cc(C(=O)N(C)CC(=O)Nc2cccc(F)c2)ccc1OCC(=O)N1CCOCC1	-3%	/

Gathered by group: the entries above containing a thiophene ring, fused or not.
SMILES	NS5 inhibitors	Myeloid diff 2	others
COc1ccc(-c2sc3cc4c(cc3c2C#Cc2cncn2C)OCO4)cc1	3%	/
CC1CCN(S(=O)(=O)c2ccc(NC(=O)Cc3ccc(S(=O)(=O)N4CCOCC4)s3)cc2)CC1	-4%	/
CCOc1ccc(S(=O)(=O)N2CCCCC2)cc1NC(=O)Cc1cccs1	-3%	/
Cc1cc(Br)ccc1NC(=O)CNC(=O)Cc1ccc(S(=O)(=O)N2CCOCC2)s1	-13%	/

The main list resumes, starting 2 compounds before the break.
SMILES	NS5 inhibitors	Myeloid diff 2	others
Cc1cc(Br)ccc1NC(=O)CNC(=O)Cc1ccc(S(=O)(=O)N2CCOCC2)s1	-13%	/
CCOc1cc(C(=O)N(C)CC(=O)Nc2cccc(F)c2)ccc1OCC(=O)N1CCOCC1	-3%	/
COCCN(C(=O)CSc1nnc(-c2cccc(F)c2)n1N)c1c(N)n(Cc2ccccc2)c(=O)[nH]c1=O	0%	/
Cc1ccc(CNC(=O)C(=O)NCCCn2ccnc2)cc1	-1%	/
CN(CC(=O)Nc1ccccc1C(F)(F)F)C(=O)CN1C(=O)C2CCCCC2C1=O (stereo unspecified)	-9%	/
CC(C)Oc1ccc(S(=O)(=O)N2CCOCC2)cc1NC(=O)C1=COCCO1	-1%	/
O=C(O)c1ccc(NCc2nc3cc4ccccc4cc3[nH]2)cc1	-12%	/
CCN(CC(=O)Nc1c(F)cccc1F)C(=O)CNC(=O)COc1ccccc1	-7%	/
Cc1c(C(=O)N2CCCCC2)sc(NC(=O)C23CC4CC(CC(C4)C2)C3)c1C#N	-3%	/
O=[N+]([O-])c1ccc(-c2nc(Cl)c3c(n2)CCCC3)o1	-5%	/
O=C(NCCCn1ccnc1)C1CCN(S(=O)(=O)c2cc([N+](=O)[O-])ccc2Cl)CC1	1%	/
Cc1cccc(C2NC(=O)c3ccccc3N2)c1 (stereo unspecified)	-3%	/
COc1ccc2nc3cc(Cl)ccc3c(Nc3ccc(O)c(CN4CCN(C)CC4)c3)c2c1	5%	/
CCCCCCCCCCCCCCCC(=O)OCC1OC(n2ccc(N)nc2=O)C(O)C1O (stereo unspecified)	2%	/
CN(C1CCCCC1)S(=O)(=O)c1cccc(C(=O)Nc2ccccn2)c1	-3%	/
CCCCC(=O)OCC(=O)C1(O)Cc2c(O)c3c(c(O)c2C(OC2CC(NC(=O)C(F)(F)F)C(O)C(C)O2)C1)C(=O)c1c(OC)cccc1C3=O (stereo unspecified)	?	/
CN(C)CCCN1c2ccccc2Sc2ccc3ccccc3c21	-7%	/
COc1ccc(C)c2sc(N(CCCN(C)C)C(=O)c3ccc(S(=O)(=O)N4CCc5ccccc5C4)cc3)nc12	-2%	/
Cc1ccc(S(=O)(=O)/N=C2\C=C(Nc3ccc(O)cc3)C(=O)c3ccccc32)cc1	-1%	/
COc1cc2c(=O)n(C)c3ccccc3c2cc1OC	1%	/
CCN(c1ccccc1)S(=O)(=O)c1ccc(C(=O)Nc2ccc(C)cn2)cc1	-4%	/
COc1ccc(NC(=O)C(=O)NCC2CCCN2S(=O)(=O)c2cccs2)cc1 (stereo unspecified)	0%	/
COc1ccc(-c2cc([N+](=O)[O-])ccc2OCC(=O)N(C)CC(=O)Nc2ccc(C)cc2)cc1	-4%	/
COc1ccccc1-n1c(=O)c2c3c(sc2n2c(SC)nnc12)CCC3	-9%	/
COc1ccccc1C(=O)COC(=O)CNC(=O)c1ccc(Br)o1	-7%	/
COc1ccc(C2=NN(C(=O)COC(=O)c3ccc(S(C)(=O)=O)c([N+](=O)[O-])c3)C(c3ccco3)C2)cc1 (stereo unspecified)	-19%	/
CCOC(=O)CCC(NC(=O)c1ccc(Nc2nc3ccccc3nc2C(=O)OCC)cc1)C(=O)OCC (stereo unspecified)	-8%	/
CN(C)c1ccc(/C=C2/C[N+](C)(C)C/C(=C/c3ccc(N(C)C)cc3)C2=O)cc1	?	/
CN(CC(=O)Nc1cccc(F)c1)C(=O)c1ccc(COc2ccccc2)o1	-8%	/
CCCCOC(=O)NC1CCc2cc(OC)c(OC)c(OC)c2-c2ccc(SC)c(=O)cc21 (stereo unspecified)	1%	/
CCOc1cc(/C=N/NC(=O)c2cccc(S(=O)(=O)N3CCCC3)c2)ccc1OCC(=O)N(C)C	1%	/
COc1cccc(CN(CCC(C)C)S(=O)(=O)c2cc(Br)ccc2Br)c1	-5%	/	NS5 inhibitors pilot replicate=-2.1
O=C(NCCS(=O)(=O)NCc1ccccc1Cl)c1ccccc1	-1%	/
COc1ccc(CN(C)C(=O)CCN(c2ccccc2)S(=O)(=O)c2ccc(C)cc2)c(OC)c1	-1%	/
COc1cc(C2C3=C(COC3=O)OC(C)(C)Oc3cc4c(cc32)OCO4)cc(OC)c1OC (stereo unspecified)	-2%	/
COc1ccccc1C(=O)NCCC(=O)NCCCSc1ccccc1	3%	/
Cc1ccc2ccccc2c1CSc1nc(N)nc2c1ncn2CC(C)C	-5%	/
C=C(CN(C)C)C(=O)c1cc(C)ccc1C	27%	/
COc1cc2c3c(cccc3c1)C(=O)N(CCN1CCCC1)C2=O	0%	/
CN(C)c1cccc(F)c1C(=O)NC(=O)Nc1ccc(Cl)cc1	2%	/
C=C1C(=O)OC2CC1C(O)CC(C)=CCCC(C)=CC(O)CC2C (stereo unspecified)	-25%	/
CCCCCCCCCCCCCCCC[N+](C)(C)Cc1ccc(F)cc1	-3%	/
COc1cccc(N2CCN(C(=O)c3cn(Cc4ccccc4)nc3-c3cccnc3)CC2)c1	2%	/
O=C(NC1CCCC1)C(c1ccccc1)n1c(-c2cccc3ccccc23)nc2ccccc21 (stereo unspecified)	/	i	Myeloid diff 2 GFP+ MAC1+ %=2.5
CCOC(=O)[C@]12CCCC=C1N(Cc1ccco1)C(=O)[C@H](CC(=O)N1CCN(C(=O)c3ccco3)CC1)C2	/	i	Myeloid diff 2 GFP+ MAC1+ %=0.6
O=C1c2ccccc2C(c2nnnn2Cc2ccccc2)N1Cc1ccc(F)cc1 (stereo unspecified)	/	i	Myeloid diff 2 GFP+ MAC1+ %=1.3
CC(C)NC(=O)C1(C)CCCN1Cc1ccccc1 (stereo unspecified)	/	i	Myeloid diff 2 GFP+ MAC1+ %=0.4
CO[C@H]1CN(C)C(=O)c2cc(NS(=O)(=O)c3ccccc3)ccc2OC[C@@H](C)N(Cc2ccccn2)C[C@@H]1C	/	i	Myeloid diff 2 GFP+ MAC1+ %=2.7
COc1cccc(C(C)(O)c2nc(-c3cccc(NC(C)=O)c3)cs2)c1 (stereo unspecified)	/	i	Myeloid diff 2 GFP+ MAC1+ %=0.9
CC(C)=CCn1c2ccc(NC(=O)Nc3ccc(N(C)C)cc3)cc2c(=O)n1C	/	i	Myeloid diff 2 GFP+ MAC1+ %=0.3
CCn1nccc1NC(=O)c1ccc2sc([C@@H]3O[C@H](CO)[C@H](O)[C@H](O)[C@H]3O)nc2c1	/	i	Myeloid diff 2 GFP+ MAC1+ %=0.3
COC(=O)c1ccccc1COc1cccn2c(N(C)C(=O)CCC3CCCC3)c(C)nc12	/	i	Myeloid diff 2 GFP+ MAC1+ %=1.4
O=C(Cc1ccc(Cl)cc1)NCCc1ccc(F)cc1	/	i	Myeloid diff 2 GFP+ MAC1+ %=0.3
CC1(C(=O)NS(=O)(=O)Cc2ccccc2)CCN1C(=O)C/C=C/c1ccccc1 (stereo unspecified)	/	i	Myeloid diff 2 GFP+ MAC1+ %=0.8
CCCCCCN1CCN(C2CN(Cc3cn(Cc4cccc(C(F)(F)F)c4)nn3)S(=O)(=O)C2)CC1 (stereo unspecified)	/	i	Myeloid diff 2 GFP+ MAC1+ %=0.3
CC1CCCN1c1ccnc2cc(Cl)ccc12 (stereo unspecified)	/	i	Myeloid diff 2 GFP+ MAC1+ %=0.9

Structural class: the compounds so far containing two or more sulfur atoms.
SMILES	NS5 inhibitors	Myeloid diff 2	others
CC1CCN(S(=O)(=O)c2ccc(NC(=O)Cc3ccc(S(=O)(=O)N4CCOCC4)s3)cc2)CC1	-4%	/
CCOc1ccc(S(=O)(=O)N2CCCCC2)cc1NC(=O)Cc1cccs1	-3%	/
Cc1cc(Br)ccc1NC(=O)CNC(=O)Cc1ccc(S(=O)(=O)N2CCOCC2)s1	-13%	/
COc1ccc(C)c2sc(N(CCCN(C)C)C(=O)c3ccc(S(=O)(=O)N4CCc5ccccc5C4)cc3)nc12	-2%	/
COc1ccc(NC(=O)C(=O)NCC2CCCN2S(=O)(=O)c2cccs2)cc1 (stereo unspecified)	0%	/
COc1ccccc1-n1c(=O)c2c3c(sc2n2c(SC)nnc12)CCC3	-9%	/

Compound activity deposited in PubChem BioAssay by several laboratories.
